Compound activity as filed in PubChem.
Epigenetic mod: epigenetic GFP locus derepression in mouse cells | mouse C127i GFP locus derepression, cytometry, 30 h | actives 0.09% (n = 68,000) | Potency, µM (series often up to 46.1 µM), for inactives: at the highest dose GFP derepression (activation); note: % of control where 0% means no effect
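Murine C127i mammary cells carrying a silenced, stably integrated CMV-driven GFP reporter were treated with compound for 30 hours at 37 C. After PBS washes, GFP-positive cells were counted by laser-scanning microplate cytometry.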
FLuc inh: blocks Photinus pyralis firefly luciferase activity; P08659; purified firefly luciferase, luminescence, 8 min; Potency, µM (highest dose often 57.1 µM), for inactives: at the top dose activity change, negative = inhibition, usual class: inhibitors; actives 2.2% (n = 72,000); AID 411; note: potency is the fitted concentration of half-maximal effect; % is set by controls: 0 for no effect and ±100 for the full control effect; nearly all actives have a fitted effect of over 40% in size
Target sequence (P08659 whole entry, looked up): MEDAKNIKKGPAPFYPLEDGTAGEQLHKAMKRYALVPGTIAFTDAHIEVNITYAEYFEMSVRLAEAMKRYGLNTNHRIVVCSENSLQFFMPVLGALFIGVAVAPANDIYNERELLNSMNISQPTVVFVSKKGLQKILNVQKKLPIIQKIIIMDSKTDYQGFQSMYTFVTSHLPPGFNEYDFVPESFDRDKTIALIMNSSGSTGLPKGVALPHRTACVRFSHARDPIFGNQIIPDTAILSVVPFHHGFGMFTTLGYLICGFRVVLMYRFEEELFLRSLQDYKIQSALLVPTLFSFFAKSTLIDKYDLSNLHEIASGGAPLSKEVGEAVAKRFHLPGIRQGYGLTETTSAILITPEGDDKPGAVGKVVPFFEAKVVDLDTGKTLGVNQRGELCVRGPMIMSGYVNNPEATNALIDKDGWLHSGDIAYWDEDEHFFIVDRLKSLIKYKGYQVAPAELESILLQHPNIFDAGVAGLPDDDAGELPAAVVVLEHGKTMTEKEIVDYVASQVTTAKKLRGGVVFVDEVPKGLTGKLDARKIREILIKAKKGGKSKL
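Luminescence read-out after 8 min at room temperature; enzyme reaction used luciferin plus 10 uM ATP (linear range) in imidazole buffer pH 7.2 with KCl, MgCl2, Tween 20 and BSA. Each sample was run as a titration.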
The depositor's hits bear a star; ? = inconclusive; [ ] = another dose, or the depositor's remark. Calls come from the whole dose curve; as a rule, active = well fitted curve in the direction sought with a large enough effect; inconclusive = small, poorly fitted or top-dose-only effect, or another doubt; inactive = no such curve, though single readings can be large; an effect the other way counts as inactive or inconclusive. Some of the compounds tested; count on the stated rates, not on these rows.

SMILES | Epigenetic mod | FLuc inh
CCOC(=O)c1[nH]c2cc3c(cc2c1NC(=O)CN1CC(C)CC(C)C1)OCO3 (configuration not stated) | -1%[20.6 µM] | -1%[25.5 µM]
Cc1ccc(C(=O)C2=C(O)C(=O)N(c3ncccn3)C2c2ccc(Cl)cc2)o1 (configuration not stated) | 3%[20.6 µM] | 1%[25.5 µM]
CCN(CC)CCNc1nc(-c2ccco2)c2c(c1C#N)CC(C)(C)OC2 | 5%[20.6 µM] | 1%[25.5 µM]
O=c1oc2c(CN3CCCCC3)c(O)ccc2c2c1CCCCC2 | 0%[20.6 µM] | -4%[25.5 µM]
CC(C)(C)C1=Nn2c(nnc2-c2ccccn2)SC1 | 4%[20.6 µM] | 1%[25.5 µM]
C=CCOc1nc2c(c(=O)n(C)c(=O)n2C)n1Cc1ccc(Cl)cc1Cl | 6%[20.6 µM] | 1%[25.5 µM]
CCCOc1ccc(/C(O)=C2/C(=O)C(=O)N(CCN(C)C)C2c2ccncc2)cc1 (configuration not stated) | 2%[20.6 µM] | 4%[25.5 µM]
CC1(C(=O)CSc2n[nH]c(-c3ccccc3Cl)n2)CCC(=O)O1 (configuration not stated) | 2%[20.6 µM] | 0%[25.5 µM]
Cc1c(CCC#N)c(N2CCN(C3CCCCC3)CC2)n2c(nc3ccccc32)c1C#N | 2%[20.6 µM] | 2%[25.5 µM]
C=CCn1c(=N)c(C(=O)OCC)cc2c(=O)n3cccc(C)c3nc21 | 10%[20.6 µM] | -1%[25.5 µM]
N#Cc1nc(-c2ccc(Cl)cc2)oc1N1CCCCC1 | 0%[20.6 µM] | 2%[25.5 µM]
COC(=O)c1sc(NC(=O)c2oc3ccccc3c2C)nc1C | 0%[20.6 µM] | -4%[25.5 µM]
O=C(c1cccc(Cl)c1)N1CCN(C(=O)c2ccccc2F)CC1 | 0%[20.6 µM] | 1%[25.5 µM]
Cn1c(=NCC(O)COc2ccccc2)sc2ccccc21 (configuration not stated) | 2%[20.6 µM] | 0%[25.5 µM]
CCOC(=O)c1cc2c(=O)n3cccc(C)c3nc2n(C)c1=N | -2%[20.6 µM] | 0%[25.5 µM]
COC(=O)CSc1nc(C)c(Oc2ccccc2)c(=O)[nH]1 | -3%[20.6 µM] | 2%[25.5 µM]
Nc1nc(NC(=O)Cc2ccccc2)nn1-c1ccccc1 | -4%[20.6 µM] | 0%[25.5 µM]
Cn1c(N)c(C#N)c2c(c1=S)CSC(C)(C)C2 | 0%[20.6 µM] | 0%[25.5 µM]
CN(C)c1cccc2c(S(=O)(=O)N3CCOCC3)cccc12 | 0%[20.6 µM] | -2%[25.5 µM]
Cc1ccc(N2C(=O)CC3(CC4C=CC3C4)C2=O)cc1 (configuration not stated) | 11%[20.6 µM] | -16%[25.5 µM]

Quoted from the listing:
Reading for `Nc1nc(NC(=O)Cc2ccccc2)nn1-c1ccccc1` in Epigenetic mod: -4%[20.6 µM]
Reading for `COC(=O)c1sc(NC(=O)c2oc3ccccc3c2C)nc1C` in FLuc inh: -4%[25.5 µM]

Two entries from above, with each value named:
> CCN(CC)CCNc1nc(-c2ccco2)c2c(c1C#N)CC(C)(C)OC2
  Epigenetic mod = 5%[20.6 µM]	FLuc inh = 1%[25.5 µM]

> Cc1c(CCC#N)c(N2CCN(C3CCCCC3)CC2)n2c(nc3ccccc32)c1C#N
  Epigenetic mod = 2%[20.6 µM]	FLuc inh = 2%[25.5 µM]

Continued:
SMILES | Epigenetic mod | FLuc inh
O=C1OC2CCC1(c1ccccc1)C2 (configuration not stated) | 0%[20.6 µM] | 0%[25.5 µM]
CCSc1nc2sc3c(c2c(=O)n1C1CCCCC1)CCN(C)C3 | 5%[20.6 µM] | 0%[25.5 µM]
Cc1cc(=O)oc(C)c1C(=O)NCCC1=CCCCC1 | 8%[20.6 µM] | 4%[25.5 µM]
Cc1nn(C)cc1CNC(=O)c1ccc(Br)o1 | 8%[20.6 µM] | 2%[25.5 µM]
CCOC(=O)c1nc2nc(C)c(Cl)c(=O)n2[nH]1 | 7%[20.6 µM] | -1%[25.5 µM]
CN1C(=O)NC(NC(=O)c2ccco2)(C(F)(F)F)C1=O (configuration not stated) | -6%[20.6 µM] | 2%[25.5 µM]
CC(=O)[C@H]1[C@H](C#N)C[C@H]2[C@@H]3CC=C4C[C@@H](O)CC[C@]4(C)[C@H]3CC[C@@]21C | 6%[20.6 µM] | -1%[25.5 µM]
Cc1ccc(NC(=O)CSC2=C(C#N)C(c3ccc4c(c3)OCO4)CC(=O)N2)cc1C (configuration not stated) | 0%[20.6 µM] | 2%[25.5 µM]
Cc1cccc(-n2ncc3c(NCCN4CCOCC4)ncnc32)c1 | 2%[20.6 µM] | -14%[25.5 µM]
COc1ccc(C2CC(C(F)(F)F)n3ncc(C(=O)Nc4cccc(O)c4)c3N2)cc1OC (configuration not stated) | -3%[20.6 µM] | -2%[25.5 µM]
CN1CCN(CCCCC(=O)c2ccccc2)CC1 | 0%[20.6 µM] | 0%[25.5 µM]
CCCC1Cc2c(sc3ncnc(N)c23)CO1 (configuration not stated) | -4%[20.6 µM] | 2%[25.5 µM]
O=c1[nH]nc2n1CCCCC2 | 0%[20.6 µM] | 2%[25.5 µM]
c1ccc(-c2nnc(OCCN3CCOCC3)c3ccccc23)cc1 | 2%[20.6 µM] | 0%[25.5 µM]
COc1cccc(C2=CC(c3ccccc3)n3ncnc3N2)c1 (configuration not stated) | 4%[20.6 µM] | 4%[25.5 µM]
Cc1ccsc1C1NC(=O)c2c(sc3c2CCCC3)N1 (configuration not stated) | 0%[20.6 µM] | -15%[25.5 µM]
C=CCOc1ccc(/C(O)=C2/C(=O)C(=O)N(CCCN3CCOCC3)C2c2ccccc2)cc1 (configuration not stated) | -2%[20.6 µM] | 1%[25.5 µM]
COc1cccc(NC(=O)c2cc(C(=O)Nc3cccc(OC)c3)n(C)n2)c1 | 3%[20.6 µM] | -6%[25.5 µM]
CC(=O)N1CC=C2C(C#N)=C(N)C(C#N)(C#N)[C@H](c3ccoc3)[C@H]2C1 | 0%[20.6 µM] | -1%[25.5 µM]
COc1ccc(NC(=O)CSC2=C(C#N)C(c3ccco3)C3=C(CCCC3=O)N2)c(OC)c1 (configuration not stated) | 4%[20.6 µM] | 1%[25.5 µM]
COc1ccc(N2CCN(C3CC(=O)NC3=O)CC2)cc1 (configuration not stated) | 2%[20.6 µM] | 2%[25.5 µM]
N#Cc1nc(-c2ccc(F)cc2)oc1N1CCCC1 | 2%[20.6 µM] | 1%[25.5 µM]
CCC(=O)Nc1ccc(-c2nnc(SCC(=O)NCC3CCCO3)n2C)cc1 (configuration not stated) | 4%[20.6 µM] | 2%[25.5 µM]
COc1ccc(/C(O)=C2\C(=O)C(=O)N(CCN3CCOCC3)C2c2ccccc2OC)cc1 (configuration not stated) | -1%[20.6 µM] | 1%[25.5 µM]
CCOC(=O)CSC1=C(C#N)C(c2ccc(OC)cc2)C2=C(CC(C)(C)CC2=O)N1 (configuration not stated) | 2%[20.6 µM] | -4%[25.5 µM]
OC(CCCN1CCC(O)(c2ccc(Cl)cc2)CC1)c1ccc(F)cc1 (configuration not stated) | 4%[20.6 µM] | 1%[25.5 µM]
CCOC(=O)Cc1[nH]nc2c1C(c1cc(OC)ccc1OC)C(C#N)=C(N)O2 (configuration not stated) | 6%[20.6 µM] | 2%[25.5 µM]
Cn1c(=O)c2c(nc(NCc3ccco3)n2Cc2ccccc2Cl)n(C)c1=O | -3%[20.6 µM] | 2%[25.5 µM]
CC(=O)OCC(=O)[C@@]12OC(C)(C)O[C@@H]1C[C@H]1[C@@H]3C[C@H](F)C4=CC(=O)C=C[C@]4(C)[C@@]3(F)[C@@H](O)C[C@@]12C | 7%[20.6 µM] | -2%[25.5 µM]
O=C(Nc1ccccc1)c1cc(N2CCOCC2)nc2ccccc12 | 8%[20.6 µM] | 0%[25.5 µM]
CC(C)c1nc(NCC2CCCO2)c(C#N)c2c1COC(C)(C)C2 (configuration not stated) | 0%[20.6 µM] | -1%[25.5 µM]
COc1cccc(C2C(C(=O)c3sc(C)nc3C)=C(O)C(=O)N2CCN2CCOCC2)c1OC (configuration not stated) | -4%[20.6 µM] | -1%[25.5 µM]
COC(=O)c1ccc(C2/C(=C(\O)c3cccc(OC)c3)C(=O)C(=O)N2CCCN2CCOCC2)cc1 (configuration not stated) | -6%[20.6 µM] | 2%[25.5 µM]
O=C1c2ccccc2S(=O)(=O)N1CC(O)COc1ccc(Cl)cc1 (configuration not stated) | -2%[20.6 µM] | -6%[25.5 µM]
CC(C)(C)C1CCC2(CC1)C(C#N)=C(SCC(=O)Nc1ccccc1)NC(=O)C2C#N (configuration not stated) | 3%[20.6 µM] | 2%[25.5 µM]
CCCc1nc(N2CCCC2)c(C#N)c2c1CCCC2 | 5%[20.6 µM] | 0%[25.5 µM]
COc1ccc(N(CN2C(=O)C3C4C=CC(C4)C3C2=O)C(=O)c2ccco2)cc1 (configuration not stated) | -2%[20.6 µM] | 2%[25.5 µM]
COc1cccc(C(=O)NCC(=O)n2nc(C)cc2C)c1 | 0%[20.6 µM] | -1%[25.5 µM]
CC(=O)Nc1cc2c(cc1Br)OCCO2 | 0%[20.6 µM] | 1%[25.5 µM]
COc1ccccc1N1CCN(CCOc2c(OC)cccc2OC)CC1 | 2%[20.6 µM] | -4%[25.5 µM]

5 entries already listed, arranged by molar mass, rising:
SMILES | Epigenetic mod | FLuc inh
N#Cc1nc(-c2ccc(F)cc2)oc1N1CCCC1 | 2%[20.6 µM] | 1%[25.5 µM]
Cn1c(N)c(C#N)c2c(c1=S)CSC(C)(C)C2 | 0%[20.6 µM] | 0%[25.5 µM]
CC(=O)Nc1cc2c(cc1Br)OCCO2 | 0%[20.6 µM] | 1%[25.5 µM]
c1ccc(-c2nnc(OCCN3CCOCC3)c3ccccc23)cc1 | 2%[20.6 µM] | 0%[25.5 µM]
COC(=O)c1ccc(C2/C(=C(\O)c3cccc(OC)c3)C(=O)C(=O)N2CCCN2CCOCC2)cc1 (configuration not stated) | -6%[20.6 µM] | 2%[25.5 µM]

The list goes on.
SMILES | Epigenetic mod | FLuc inh
Cn1c2c(c(=O)n(C)c1=O)C(NC(=O)c1cccs1)(C(F)(F)F)C(=O)N2 (configuration not stated) | 2%[20.6 µM] | 2%[25.5 µM]
Cc1nn(CCO)c2c1C(=O)CCC2 | ? | -1%[25.5 µM]
Cc1cc(=O)oc(C)c1C(=O)NCCc1ccccc1 | 0%[20.6 µM] | 0%[25.5 µM]
Cn1c(=O)c2c(nc(Br)n2Cc2ccc3ccccc3c2)n(C)c1=O | 2%[20.6 µM] | 0%[25.5 µM]
CCN(CC)CCOC(=O)c1c(C)n(C)c2ccc(OC)cc12 | -4%[20.6 µM] | 0%[25.5 µM]
CC(C)(C)OC(=O)NCCC(=O)Oc1ccc2ccc(=O)oc2c1 | 0%[20.6 µM] | 0%[25.5 µM]
CCOC(=O)C(Oc1ccc(=O)[nH]n1)C(C)=O (configuration not stated) | -3%[20.6 µM] | 0%[25.5 µM]
C=CCN=C(C)C1=C(O)CCC1=O | 3%[20.6 µM] | 0%[25.5 µM]
COC(=O)c1ccc(Cn2nnc3c(sc4nc(N5CCOCC5)c5c(c43)CCCC5)c2=O)o1 | -3%[20.6 µM] | 2%[25.5 µM]
N#Cc1nc(-c2cccs2)oc1NCCc1ccccc1 | -2%[20.6 µM] | -3%[25.5 µM]
CCOc1cccc(-c2nnc3sc(COc4ccccc4)nn23)c1 | -6%[20.6 µM] | 3%[25.5 µM]
COc1ccc(C2Nc3ccccc3C(=O)N2Cc2ccco2)cc1CN1C(=O)c2ccccc2C1=O (configuration not stated) | 5%[20.6 µM] | 0%[25.5 µM]
O=C(NCc1ccco1)c1cnn2c(C(F)(F)F)cc(-c3ccco3)nc12 | 3%[20.6 µM] | -2%[25.5 µM]
O=C(NCc1cccnc1)/C(=N\O)c1ccccc1 | 0%[20.6 µM] | 1%[25.5 µM]
COC(=O)CC1=C(C(=O)OC)C(c2cccc(OCC(N)=O)c2)C(C#N)=C(N)O1 (configuration not stated) | 4%[20.6 µM] | -2%[25.5 µM]
COCc1n[nH]c(=S)n1-c1cccc2ccccc12 | 0%[20.6 µM] | 1%[25.5 µM]
Nc1nnc(CSc2ccc(Cl)cc2)s1 | 2%[20.6 µM] | -6%[25.5 µM]
CCOC(=O)CCc1c(C)c(C#N)c2nc3ccccc3n2c1-n1ccnc1C | 2%[20.6 µM] | 2%[25.5 µM]
CCN1CCc2c(C#N)c(N3CCOCC3)nc(NCc3ccccc3)c2C1 | 0%[20.6 µM] | 0%[25.5 µM]
COC(=O)c1ccc(C2NC(C(=O)O)CS2)cc1 (configuration not stated) | 2%[20.6 µM] | 1%[25.5 µM]
COc1cc(C2C(C(=O)c3ccc(C)o3)=C(O)C(=O)N2c2cc(C)on2)cc(OC)c1OC (configuration not stated) | 6%[20.6 µM] | 2%[25.5 µM]
